Screens from PubChem.
GPR7 antagonist = GPR7 receptor antagonists, primary screen, cell-based, fluorescence, single concentration; Neuropeptides B/W receptor type 1 (Homo sapiens), P48145; GPR7-expressing cells, fluorescence antagonist assay; inhibition, % at 4.4 µM; actives 1.1% (n = 290,000); in the data active = inhibition above about 16%, passing the limit was not always enough;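 also: cells stimulated with the agonist NPW; 0% = agonist with vehicle and 100% = vehicle without agonist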
Target sequence (P48145 whole entry, looked up): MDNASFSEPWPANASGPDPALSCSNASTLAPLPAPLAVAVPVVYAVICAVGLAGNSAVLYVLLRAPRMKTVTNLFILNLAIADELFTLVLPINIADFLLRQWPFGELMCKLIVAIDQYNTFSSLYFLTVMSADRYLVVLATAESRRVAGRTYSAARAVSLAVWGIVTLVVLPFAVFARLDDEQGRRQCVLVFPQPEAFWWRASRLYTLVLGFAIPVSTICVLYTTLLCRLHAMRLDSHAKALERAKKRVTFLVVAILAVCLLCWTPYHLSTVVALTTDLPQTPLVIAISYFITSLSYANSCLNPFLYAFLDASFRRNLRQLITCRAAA
MEKK2 mut-MEK5 = MEK5 binding signal on mutant MEKK2 PB1, primary screen, biochemical, multiplex bead flow cytometry, Alexa488-MEK5; Alexa488-MEK5 binding to MEKK2 mutant; actives 0.35% (n = 290,000); percent response, % at 10 µM; in the data active = percent response above about 24%, passing the limit was not always enough; also: inactives centre near 1; some results filed as inactive read as strong as hits
OXTR potentiator = human OXTR potentiators, primary screen, fluorescence, CHO-OTR cells, Fluo-8 calcium; AID 2445, 2010; activation, % at 3 µM; Oxytocin receptor (Homo sapiens), P30559; actives 0.061% (n = 320,000); Fluo-8 calcium fluorescence, potentiator mode; 0% = oxytocin EC15, 100% = EC100;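 active = activation above that plate's cutoff, the mean activation of tested compounds plus 3 SD, cut at about 6.6% in these data, passing the limit was not always enough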;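 also: 100% uses oxytocin at 75 nM as the full agonist control; some results filed as inactive read as strong as hits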
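System: human OTR in CHO cells / Also added: sub-maximal oxytocin, roughly EC15 / Control set: EC15 oxytocin low, 75 nM oxytocin high / Schedule: 6 min compound pre-incubation at room temperature, 100 s kinetic read / Compound: single-point 3.0 µM / Replication: singlicate / Technique: Fluo-8 calcium dye fluorescence / Read-out basis: % activation of max/min ratio relative to oxytocin controls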
PfM18AAP inh = PfM18AAP inhibitors, malaria aminopeptidase, primary screen, biochemical, QFRET, recombinant enzyme. M18 aspartyl aminopeptidase (Plasmodium falciparum 3D7). H-Glu-NHMec fluorogenic cleavage. inhibition, % at 7.35 µM. actives 1.2% (n = 290,000). AID 1822, 2009;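 active = inhibition above the campaign mean inhibition over all tested compounds plus 3 SD, cut at about 28% in these data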;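 also: 0% = plate median of test compound wells and 100% = 2 mM ZnCl2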
NALP1 inh = NALP1 inflammasome inhibitors in reconstituted yeast, colorimetric, S. cerevisiae, triplicate retest; S. cerevisiae NALP1/ASC/caspase-1 growth, X-gal OD620, 72 h; inhibition, % at 10 µM; actives 0.61% (n = 280,000); in the data active = inhibition mostly above about 24%, no sharp cut-off; inactive = mostly below about 32%; also: some compounds called inactive have numbers as strong as hits
V1R ag counter = agonists of human V1a receptor, primary screen, counter-screen for OXTR agonist project, fluorescence, CHO-V1R cells. Vasopressin V1a receptor (Homo sapiens), P37288. Fluo-8 calcium fluorescence, agonist mode; 0% DMSO, 100% 3 nM vasopressin. activation, % at 3 µM. actives 0.25% (n = 320,000). AID 2797, 2010;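 active = activation above the mean activation of all tested compounds plus 3 SD, per screening run, cut at about 20% in these data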;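 also: signal is peak over basal fluorescence ratio across a 100 second FLIPR read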
Target sequence (P37288 whole entry, looked up): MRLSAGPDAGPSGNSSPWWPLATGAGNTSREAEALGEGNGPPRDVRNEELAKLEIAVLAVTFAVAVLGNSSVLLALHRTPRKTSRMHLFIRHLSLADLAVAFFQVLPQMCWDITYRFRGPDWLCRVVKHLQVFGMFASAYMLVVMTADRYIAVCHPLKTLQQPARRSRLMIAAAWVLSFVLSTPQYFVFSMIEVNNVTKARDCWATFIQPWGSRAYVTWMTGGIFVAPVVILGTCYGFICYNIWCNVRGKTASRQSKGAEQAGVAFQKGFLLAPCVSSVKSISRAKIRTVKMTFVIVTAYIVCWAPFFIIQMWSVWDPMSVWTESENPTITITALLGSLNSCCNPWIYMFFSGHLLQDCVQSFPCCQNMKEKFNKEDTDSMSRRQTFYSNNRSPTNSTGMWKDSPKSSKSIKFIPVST
OXTR agonist = human OXTR agonists, primary screen, fluorescence, CHO-OTR cells, Fluo-8 calcium | Oxytocin receptor (Homo sapiens), P30559 | Fluo-8 calcium fluorescence; normalized: DMSO 0%, oxytocin 100% | activation, % at 3 µM | actives 0.32% (n = 320,000) | AID 2435, 2010;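 active = activation above the mean of all tested compounds plus 3 SD, cutoff set per screening run, cut at about 20% in these data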;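 also: peak over basal fluorescence ratio from a 100 s FLIPR kinetic read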
GalR3 antag = GalR3 antagonists in HEK293 cells, primary screen, cell-based, fluorescence readout. Galanin receptor type 3 (Homo sapiens), O60755. inhibition, % at 3 µM. AID 651719, 2012. HEK293 GalR3-CNG cAMP membrane potential fluorescence; galR3 body fused to GalR1 C-terminus. actives 0.44% (n = 360,000);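 active = inhibition above the screen-wide average plus 3 SD, cut at about 13% in these data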;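 also: forskolin and galanin both at EC90 stimulate the cells; cAMP rise reported by CNG channel membrane potential dye signal; 0% = forskolin plus galanin with DMSO and 100% = forskolin alone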
Target sequence (O60755 1-299 limits assumed): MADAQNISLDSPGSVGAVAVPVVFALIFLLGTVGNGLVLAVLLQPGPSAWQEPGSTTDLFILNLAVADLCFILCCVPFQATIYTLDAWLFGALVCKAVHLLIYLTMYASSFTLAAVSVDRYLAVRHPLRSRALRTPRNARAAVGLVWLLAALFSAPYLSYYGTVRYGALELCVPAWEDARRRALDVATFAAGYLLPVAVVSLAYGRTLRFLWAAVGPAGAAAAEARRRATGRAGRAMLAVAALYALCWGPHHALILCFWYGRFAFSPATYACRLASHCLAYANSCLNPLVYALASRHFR
MEKK2wt PB1 HTS = modulators of MEK5 binding to wildtype MEKK2, primary screen, biochemical, multiplex bead flow cytometry, Alexa488-MEK5 | Alexa488-MEK5 binding to MEKK2 WT; actives lie on both sides | binding response (% of control), % at 10 µM | actives 1.1% (n = 290,000) | AID 1531, 2009; in the data active = binding response below about 67% or above about 130%
Starred values were filed as active, the others as inactive; x = no result given.

SMILES	GPR7 antagonist	MEKK2 mut-MEK5	OXTR potentiator	PfM18AAP inh	NALP1 inh	V1R ag counter	OXTR agonist	GalR3 antag	MEKK2wt PB1 HTS
CC(=O)Oc1ccc(-c2cccc(C(=O)OCC(=O)Nc3ccccc3Oc3ccccc3)c2)cc1	-8	6	4	1	13	0.2	0.9	-11	93
CN1N=C(c2ccc(Cl)cc2)CC(c2ccc(Cl)cc2)C1=O (stereo not drawn)	-3	-6	-11	3	12	-1.7	-1.2	-4	92
CC1CCCCN1C(=O)Nc1cccc(Cl)c1 (stereo not drawn)	-4	0	3	1	2	-0.8	-1.0	-3	101
Cc1noc(C)c1COC(=O)Cc1ccc(Cl)c(Cl)c1	3	x	-8	-8	4	0.8	-1.9	-3	x
Cc1ccc(-n2nnc(-c3nccn3C)n2)cc1	-11	2	5	4	4	0.3	-1.7	-2	105
O=C(CSc1ccc(-c2ccc(F)cc2)nn1)NCc1ccco1	-1	2	3	2	-5	0.3	-1.1	-2	100
O=C(COC(=O)c1c2c(nc3ccccc13)/C(=C/c1cccc([N+](=O)[O-])c1)CCC2)NC1CCS(=O)(=O)C1 (stereo not drawn)	8	5	0	-2	18	0.1	1.0	3	107
CC(C)N1CC(O)=C(c2nc3ccccc3[nH]2)C1=N	12	7	1	4	13	-0.7	0.3	-4	108
O=C1C2C3CCC(C3)C2C(=O)N1Cc1ccco1 (stereo not drawn)	-10	-2	-6	-1	16	1.0	0.1	-2	102
Cc1ccc(C)c(NC(=O)CSc2nc3ccc(N4C(=O)c5ccccc5C4=O)cc3s2)c1	-6	-1	-1	-6	10	1.9	-0.8	-4	104
COc1cnn(-c2ccccc2)c(=O)c1SCc1ccc(Cl)cc1Cl	0	-3	-12	36*	11	-1.0	-2.0	1	93
COc1ccc(C(=O)c2cnc[nH]2)cc1OC	-10	-13	-5	-3	14	0.4	-0.1	-6	73
CC(=O)N1CCN(C(=O)Nc2cccc(C(F)(F)F)c2)CC1	-5	-6	-4	3	1	0.7	1.6	3	101
CCOc1ccc(C(=O)C(C)OC(=O)C2CCN(c3ccc(C(F)(F)F)cn3)CC2)cc1 (stereo not drawn)	x	x	-8	x	x	1.0	0.3	-4	x
O=C(CSc1nn(-c2ccccc2)c(=S)s1)NC1CCS(=O)(=O)C1 (stereo not drawn)	11	-1	2	9	4	1.5	1.1	1	106
CCN(CC(=O)N1CCOCC1)S(=O)(=O)c1cc(Cl)ccc1Cl	-16	4	8	-11	4	0.6	1.2	-3	107
CCC(=O)Nc1ccc(N2CCN(S(C)(=O)=O)CC2)cc1	-2	-1	-18	-1	9	-1.0	-0.8	9	94
O=[N+]([O-])c1ccc(NC(=S)N2CCc3ccccc32)cc1	8	3	x	10	2	x	x	-5	102
O=C(O)c1cn(-c2ccccc2)nc1-c1ccncc1	-18	0	-10	2	17	0.5	0.1	-3	103
COCCSc1ccccc1C(=O)NCc1ccc(S(N)(=O)=O)cc1	6	-19	0	-4	20	0.1	0.9	-5	89
CC(=O)Nc1ccc2c(c1)n(C)c(=O)n2C	-8	2	-6	-6	8	0.5	0.2	-5	104
COc1ccccc1N1CCN(C(=O)CNC(=O)c2ccc(Cl)cc2Cl)CC1	-22	-1	-3	-7	2	2.4	2.0	-7	96
COc1ccccc1OCCCCOc1ccccc1C(C)=O	-5	0	-16	4	15	5.9	3.9	-3	100
c1ccc2c(c1)nc(NC1CCCCC1)c1nncn12	-7	-8	-5	8	21	-1.2	-1.6	-1	93
CCOc1cc(/C=C2/NC(=O)N(CC(=O)Nc3cccc(C)c3)C2=O)ccc1O	-8	5	-8	1	0	-0.4	-2.5	-7	100
O=C(Nc1ccccc1C(=O)N1CCCC1)C1CCN(c2ncccn2)CC1	-6	4	0	0	11	0.3	0.6	-5	105
Cc1ccc(NC(=O)CN2CCN(C)CC2)cc1Br	18	-1	x	5	26	x	x	-4	101
O=C1N(c2ccc(Cl)cc2)C(c2ccccc2)N2CCCN12 (stereo not drawn)	-11	18	-3	3	21	1.0	0.1	-3	103
CC(C)(C)NC(=O)C(c1ccncc1)N(C(=O)Cn1nnc(-c2ccc(F)cc2)n1)c1cccc(F)c1 (stereo not drawn)	-6	3	-12	-1	-7	-0.2	-0.3	-5	101
COc1ccc(OC)c(NC(=O)c2ccccc2NS(=O)(=O)c2cccc3cccnc23)c1	-16	13	-3	3	29	-0.8	-1.1	-2	101
O=S(=O)(c1ccccc1)N(Cc1cccc(F)c1)c1ccccc1	-14	-1	x	-14	0	x	x	-4	100
CCOC(=O)c1cccc(NC(=O)C2CCCO2)c1 (stereo not drawn)	-10	4	-13	-13	5	-0.7	-1.4	1	109
CS(=O)(=O)Cc1ccc(C(=O)N2CCCC2c2cccs2)cc1 (stereo not drawn)	1	-8	-11	-2	20	1.7	0.5	-5	92
CC1(C)SC2c3ccccc3C(=O)N2[C@@H]1C(=O)O (stereo partly drawn)	2	2	-6	1	9	10	0.1	-11	102
CCn1c(=S)sc2c(=O)n(CC(=O)Nc3cc(OC)ccc3OC)c(C)nc21	-2	1	-4	5	8	1.5	-0.5	-5	102
COC(=O)CCC(=O)N1CCC(CCC(=O)NCc2ccc(F)cc2)CC1	-17	6	x	1	-12	x	x	-9	110
Oc1ccc(Cl)cc1C=Nc1ccc2c3c(cccc13)CC2	4	-2	-7	7	10	51*	13	4	88
COc1ccc(-c2noc(CNS(=O)(=O)c3ccc(NC(C)=O)cc3)n2)cc1	6	0	-5	-1	24	2.5	-0.3	-9	100
CSc1nc(Cl)c(Cc2ccc(OCC(C)C)cc2)c(N2CCOCC2)n1	-14	-1	-6	-7	27	0.2	-0.9	-6	99
CN(CC(=O)Nc1ccccc1C(F)(F)F)C(=O)C1CCN(S(=O)(=O)c2ccc3c(c2)OCCO3)CC1	x	x	-1	x	x	0.3	0.2	-3	x
O=C(CCn1c(=O)sc2ccccc21)NCCCn1ccnc1	1	5	6	-8	26	-0.4	0.6	0	109
Cc1cnc(C(=O)Nc2cccc(-c3nnc4n3CCCCC4)c2)cn1	x	2	-2	x	x	0.5	-0.4	1	102
COc1ccc(-n2c(C)cc(=O)[nH]c2=O)cc1	-11	1	-12	-14	25	-0.2	0.5	-8	105
O=C(CSc1ccc(-c2ccccn2)nn1)Nc1ccc(F)cc1F	-4	5	2	6	-2	-0.3	-0.2	-2	106
O=C1C2CC=CCC2C(=O)N1c1ccc(NCCc2ccc(Cl)cc2)c([N+](=O)[O-])c1 (stereo not drawn)	1	-3	0	-8	29	-0.2	0.3	-5	87
COc1ccccc1OCC(=O)Nc1ccc(S(=O)(=O)N2CCN(C)CC2)cc1	-4	-6	1	-2	8	0.0	-0.3	-3	96
NS(=O)(=O)c1ccc(CCNC(=O)Cn2c(=O)c3cccn3c3cccnc32)cc1	-5	-2	-8	-15	29	0.4	0.0	-7	95
COC(=O)c1ccc(Oc2ccc3nncn3n2)cc1	-5	-2	-4	6	-6	0.2	0.0	-6	92
COC(=O)c1c(N2C(=O)Nc3ccccc3N2O)sc2c1CCCC2	-12	-2	5	8	13	0.2	-0.1	-3	96
CC(=O)c1ccccc1OC(=O)CCN1C(=O)C2C3C=CC(C4CC34)C2C1=O (stereo not drawn)	9	-28	-11	-5	20	3.0	3.1	1	67
C/C(=N\O)C(C)(C)Nc1ccc(Cl)cc1	-14	-25	0	-6	x	-0.6	-1.9	-1	91
CCSc1cc(Cl)nc(N)n1	0	-17	-4	-11	14	-0.6	-0.8	-1	90
CCOc1ccc(NC(=O)CSc2nc3ccccc3c(=O)n2CCCC(=O)NCC2CCCO2)cc1 (stereo not drawn)	8	-3	-6	-8	25	0.2	-1.7	-4	99
O=C(/C=C/c1ccccc1)NC(=S)Nc1ccc2c3c(cccc13)CC2	5	-1	-4	4	24	0.6	-0.3	-2	90
Cc1ccc(C)n1C(CC(=O)O)c1ccc(C#N)cc1 (stereo not drawn)	-6	7	3	11	0	1.2	1.2	-3	103
CCCCC(=O)Nc1cccc2c1C(=O)N(c1ccccc1)C2=O	-7	0	2	2	12	-1.5	-1.8	-5	100
CCC(C)[C@H]1COCCS(=O)(=O)N1Cc1ccc(Br)cc1 (stereo partly drawn)	-4	-4	-12	-2	-9	-1.1	-2.6	-7	93
CCOc1cc(NC(=S)NCCCN2CCOCC2)c(OCC)cc1NC(=O)C(C)C	-4	-1	-10	3	26	0.9	-0.6	-1	112
CCN1C(=O)/C(=C/c2ccc(OC)c(OC)c2)N=C1SCC(=O)NCc1ccco1	0	1	0	3	35	-1.1	-2.6	-4	108
Cc1cc(C)cc(OCCNC(=O)C2CCN(S(=O)(=O)c3ccccc3)CC2)c1	-18	2	-4	2	22	4.5	-0.1	-2	100

Exported with bars between the fields: 5 of the compounds above.
SMILES | GPR7 antagonist | MEKK2 mut-MEK5 | OXTR potentiator | PfM18AAP inh | NALP1 inh | V1R ag counter | OXTR agonist | GalR3 antag | MEKK2wt PB1 HTS
O=C(CSc1ccc(-c2ccccn2)nn1)Nc1ccc(F)cc1F | -4 | 5 | 2 | 6 | -2 | -0.3 | -0.2 | -2 | 106
O=C1C2CC=CCC2C(=O)N1c1ccc(NCCc2ccc(Cl)cc2)c([N+](=O)[O-])c1 (stereo not drawn) | 1 | -3 | 0 | -8 | 29 | -0.2 | 0.3 | -5 | 87
COc1ccccc1OCC(=O)Nc1ccc(S(=O)(=O)N2CCN(C)CC2)cc1 | -4 | -6 | 1 | -2 | 8 | 0.0 | -0.3 | -3 | 96
NS(=O)(=O)c1ccc(CCNC(=O)Cn2c(=O)c3cccn3c3cccnc32)cc1 | -5 | -2 | -8 | -15 | 29 | 0.4 | 0.0 | -7 | 95
COC(=O)c1ccc(Oc2ccc3nncn3n2)cc1 | -5 | -2 | -4 | 6 | -6 | 0.2 | 0.0 | -6 | 92

The list goes on.
SMILES	GPR7 antagonist	MEKK2 mut-MEK5	OXTR potentiator	PfM18AAP inh	NALP1 inh	V1R ag counter	OXTR agonist	GalR3 antag	MEKK2wt PB1 HTS
CCc1c(C(=O)Nc2cc(C)ccc2OC)[nH]c(C)c1C(C)=O	-7	1	1	-12	24	-1.4	-2.3	-5	97
CCn1cc(C(=O)NCCCOC)c(=O)c2cc(S(=O)(=O)N3CCCC3)ccc21	-12	5	3	1	4	0.8	0.4	2	101
CCc1ccc(C(=O)N2CCN(c3ccc(NC(=O)c4ccco4)cc3)CC2)cc1	-2	5	3	6	11	1.4	-1.6	-4	102
CSc1ccc(CNc2ccccn2)cc1	-6	4	-9	-19	3	2.1	2.0	1	102
CC(C)=CCc1cc2c(=O)c3c(O)c4c(cc3oc2c(O)c1O)OC(C)C4(C)C (stereo not drawn)	x	0	-7	x	x	1.0	-0.5	x	90
O=[N+]([O-])c1ccc2[nH]nc(-c3ccccc3)c2c1	5	1	-2	0	28	-0.2	-2.2	-3	104
O=C(COc1cccc2ccccc12)NNC(=O)CSCCO	0	-1	-1	31*	-3	-0.1	-0.3	3	97
